V1aR counter = agonists of human V1a receptor, primary screen, counter-screen for OXTR agonist project, fluorescence, CHO-V1R cells. Vasopressin V1a receptor (Homo sapiens), P37288. Fluo-8 calcium fluorescence, agonist mode; 0% DMSO, 100% 3 nM vasopressin. activation, % at 3 µM. hit rate 0.25% among 320,000;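 active means activation above the mean activation of all tested compounds plus 3 SD, per screening run, cut at about 20% in these data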;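 further: signal is peak over basal fluorescence ratio across a 100 second FLIPR read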
Target sequence (P37288 whole entry, looked up): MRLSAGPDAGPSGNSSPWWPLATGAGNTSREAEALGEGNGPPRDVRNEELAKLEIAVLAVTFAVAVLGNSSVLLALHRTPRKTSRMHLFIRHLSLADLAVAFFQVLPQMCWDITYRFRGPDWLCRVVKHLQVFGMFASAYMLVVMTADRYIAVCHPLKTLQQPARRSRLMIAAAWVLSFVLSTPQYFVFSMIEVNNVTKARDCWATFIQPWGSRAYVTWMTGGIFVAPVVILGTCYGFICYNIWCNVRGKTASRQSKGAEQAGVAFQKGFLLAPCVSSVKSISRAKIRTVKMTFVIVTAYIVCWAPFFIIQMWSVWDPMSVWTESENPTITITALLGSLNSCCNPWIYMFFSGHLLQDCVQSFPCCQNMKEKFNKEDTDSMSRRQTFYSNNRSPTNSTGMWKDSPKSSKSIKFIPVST
GalR3 antag = GalR3 antagonists in HEK293 cells, primary screen, cell-based, fluorescence readout. HEK293 GalR3-CNG cAMP membrane potential fluorescence; galR3 body fused to GalR1 C-terminus. Galanin receptor type 3 (Homo sapiens), O60755. inhibition, % at 3 µM. AID 651719, 2012. hit rate 0.44% among 360,000;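 active means inhibition above the screen-wide average plus 3 SD, cut at about 13% in these data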;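 further: forskolin and galanin both at EC90 stimulate the cells; cAMP rise reported by CNG channel membrane potential dye signal; 0% = forskolin plus galanin with DMSO and 100% = forskolin alone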
Target sequence (O60755 1-299 limits assumed): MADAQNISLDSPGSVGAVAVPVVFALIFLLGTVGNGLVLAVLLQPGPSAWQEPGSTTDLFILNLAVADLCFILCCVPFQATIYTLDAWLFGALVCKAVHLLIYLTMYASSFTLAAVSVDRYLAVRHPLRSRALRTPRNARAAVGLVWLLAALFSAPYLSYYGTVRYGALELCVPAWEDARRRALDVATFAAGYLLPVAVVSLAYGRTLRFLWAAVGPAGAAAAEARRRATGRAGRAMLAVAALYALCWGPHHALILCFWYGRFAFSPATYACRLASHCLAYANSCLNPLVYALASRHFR
GPR7 antagonist = GPR7 receptor antagonists, primary screen, cell-based, fluorescence, single concentration; AID 1861, 2009; inhibition, % at 4.4 µM; hit rate 1.1% among 290,000; GPR7-expressing cells, fluorescence antagonist assay; in the data active means inhibition above about 16%, passing the limit was not always enough;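 further: cells stimulated with the agonist NPW; 0% = agonist with vehicle and 100% = vehicle without agonist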
OXTR ag = human OXTR agonists, primary screen, fluorescence, CHO-OTR cells, Fluo-8 calcium. AID 2435, 2010. activation, % at 3 µM. Fluo-8 calcium fluorescence; normalized: DMSO 0%, oxytocin 100%. Oxytocin receptor (Homo sapiens), P30559. hit rate 0.32% among 320,000;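 active means activation above the mean of all tested compounds plus 3 SD, cutoff set per screening run, cut at about 20% in these data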;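 further: peak over basal fluorescence ratio from a 100 s FLIPR kinetic read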
PHOSPHO1 inh = PubChem AID 1565; hit rate 1.1% among 290,000; recombinant PHOSPHO1, absorbance phosphatase assay; inhibition, % at 13.3 µM; in the data active means inhibition above about 60%
Target sequence (Q8TCT1 whole entry, looked up): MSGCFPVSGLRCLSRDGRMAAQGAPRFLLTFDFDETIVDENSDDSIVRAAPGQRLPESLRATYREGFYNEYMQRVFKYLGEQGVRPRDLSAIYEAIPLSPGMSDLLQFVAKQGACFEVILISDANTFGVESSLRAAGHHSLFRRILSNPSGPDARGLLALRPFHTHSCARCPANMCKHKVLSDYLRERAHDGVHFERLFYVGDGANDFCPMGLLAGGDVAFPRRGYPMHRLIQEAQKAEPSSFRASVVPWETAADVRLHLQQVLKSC
NALP1 inh = NALP1 inflammasome inhibitors in reconstituted yeast, colorimetric, S. cerevisiae, triplicate retest; inhibition, % at 10 µM; S. cerevisiae NALP1/ASC/caspase-1 growth, X-gal OD620, 72 h; hit rate 0.61% among 280,000; in the data active means inhibition mostly above about 24%, no sharp cut-off; inactive means mostly below about 32%; further: some compounds called inactive have numbers as strong as hits
* hit, by the source's call; · = no result given; & = joins results of further samples. These rows are one share of the data (hit frequency here may not be typical).

structure	NALP1 inh	GPR7 antagonist	OXTR ag	PHOSPHO1 inh	GalR3 antag	V1aR counter
COc1ccc(-c2c(C(=O)c3ccccc3)[nH]c(N)c2C(=O)NC2CC2)cc1OC	·	·	·	·	-4	·
O=S(=O)(SC1=NCCN1)c1ccccc1	·	·	·	·	1	·
Cc1cc(Br)cn2c(Cc3ccccc3)c(-c3ccco3)nc12	·	·	·	·	3	·
COCCN1C[C@@H](CO)O[C@@H](n2cnc3c(NCc4ccc(F)cc4)ncnc32)C1	·	·	·	·	-1	·
COc1cccc(C2NC(=S)N(Cc3ccc(F)cc3)C(C)=C2C(C)=O)c1 (stereo not drawn)	·	·	·	·	-7	·
COC(=O)[C@@]12C[C@@H](CC(=O)NCCCN3CCCC3=O)C(=O)N(Cc3ccccc3)C1=CCC(C)(C)C2	·	·	·	·	-7	·
CC1(C(=O)NS(=O)(=O)c2cccc(F)c2)CCN1C(=O)c1ccccc1CCc1ccccc1 (stereo not drawn)	·	·	·	·	0	·
CCN(CC)C(=O)C1=C(C)N(Cc2ccc(F)cc2)C(=O)C(CC(=O)NCC2CCCCC2)C1 (stereo not drawn)	·	·	·	·	4	·
C[C@H](CO)N1C[C@H](C)[C@H](CN(C)Cc2cccc(C(F)(F)F)c2)OCc2ccccc2-c2c(n(C)c3ccccc23)C1=O	·	·	·	·	-5	·
COC(=O)[C@H](CC(C)C)NC(=O)Cn1cnc2c(NCc3ccccc3)ncnc21	·	·	·	·	-5	·
O=[N+]([O-])c1nc2ccccc2[nH]1	·	·	·	·	-5	·
C[C@@H]1CN([C@@H](C)CO)C(=O)c2cc(NC(=O)Nc3cccc4ccccc34)ccc2O[C@@H](C)CCCCO[C@H]1CN(C)C(=O)c1ccccc1	·	·	·	·	-2	·
CCN(C(=O)COC(=O)c1c(C)nn(-c2ccccc2)c1Cl)c1c(N)n(Cc2ccccc2)c(=O)[nH]c1=O	·	·	·	·	-2	·
CCN1C(c2ccc(F)cc2)=CS/C1=C(/C#N)c1nnc2n1-c1ccccc1SC2	·	·	·	·	-8	·
O=C(C1CCN(S(=O)(=O)c2ccc(Cl)s2)CC1)N1CCN(c2ccccc2)CC1	·	·	·	·	-2	·
Cc1ccc(S(=O)(=O)N2CCCCC2)cc1NC(=O)CCNC(=O)c1ccc([N+](=O)[O-])cc1	·	·	·	·	-4	·
Cc1ccc(S(=O)(=O)N(C)C[C@@H]2OCc3cnnn3CCCC(=O)N([C@@H](C)CO)C[C@@H]2C)cc1	·	·	·	·	1	·
COc1ccc(-c2nnc(SCC(=O)N(C)C3CCS(=O)(=O)C3)n2CC(C)C)cc1 (stereo not drawn)	·	·	·	·	-2	·
COCC(=O)N[C@H]1C=C[C@@H](CC(=O)NCc2ccccc2OC)O[C@@H]1CO	·	·	·	·	-6	·
COc1ccc(C2CCCCCN2C(=O)C2CCN(S(=O)(=O)c3cccc(C(C)=O)c3)CC2)cc1 (stereo not drawn)	·	·	·	·	2	·
CN(CCc1ccccc1)C(=O)c1ccc(NC(=O)Cc2ccc(NC(=O)C3CCCN(C(=O)C4CCCC4)C3)cc2)cc1 (stereo not drawn)	·	·	·	·	-7	·
CC1(C)OC(=O)C2=C(C[C@@H](C3CCCCC3)O[C@@H]2c2ccc(F)cc2)O1	·	·	·	·	-5	·
CCOC(=O)[C@H]1[C@H]2COc3ccc(Br)cc3[C@H]2N2C(=O)CN(Cc3ccc(C)cc3)C(=O)[C@@]12C	·	·	·	·	-7	·
CC1(C(=O)NS(=O)(=O)c2cccc(C#N)c2)CCN1C(=O)C1(c2ccc(Cl)cc2)CC1 (stereo not drawn)	·	·	·	·	-6	·
CCOC(=O)N1CC(C)N(C(=S)Nc2ccccc2)CC1C (stereo not drawn)	·	·	·	·	-2	·
Cc1c(C(=O)NCc2ccc3c(c2)OCCO3)sc(=O)n1Cc1ccc(C(=O)N(C)C)cc1	·	·	·	·	1	·
CC(C)(C)OC(=O)N(Cc1ccccc1)Cc1ccccc1OCc1ccc(NC(=O)C2CCC2)cc1	·	·	·	·	-5	·
Cc1ccc(NC(=O)C2(C)CCN2CCc2ccccc2)cc1 (stereo not drawn)	·	·	·	·	1	·
O=C(COc1ncnc2sccc12)NC1CCCCC1	·	·	·	·	3	·
Cc1ccc(CNc2ncnc3[nH]ncc23)cc1	·	·	·	·	0	·
COc1ccc(NC(=O)N(C)[C@H]2C[C@H]3c4[nH]c5ccc(-c6ccc(OC)cc6)cc5c4CCN3C(=O)[C@H]2[C@H](C)O)cc1	·	·	·	·	-7	·
CC(C)c1ccc(NC(=O)Nc2nc(C(N)COCc3ccccc3)cs2)cc1 (stereo not drawn)	·	·	·	·	-2	·
O=c1[nH]nc(-c2cc(-c3ccccc3)nc3ccccc23)o1	·	·	·	·	-5	·
CC(C)CC1C(=O)N(Cc2cn(CC3CCCCC3)nn2)CCS(=O)(=O)N1Cc1ccc(-c2ccc(F)nc2)cc1 (stereo not drawn)	·	·	·	·	-4	·
OCCCNc1ncnc2c1ncn2[C@H]1CN(Cc2ccncc2)C[C@@H](CO)O1	·	·	·	·	-6	·
CC(=O)N1C[C@H]2CON(C)[C@H]2C[C@H]1c1cccc(-c2ccccc2)c1	·	·	·	·	-7	·
CC1(c2nnnn2Cc2ccccc2)CCC(=O)N1Cc1ccc(F)cc1 (stereo not drawn)	·	·	·	·	-2	·
COC(=O)[C@@]1(Cc2ccc(OC)cc2)[C@H]2c3cc(C(=O)N4CCCC4)n(Cc4ccsc4Br)c3C[C@H]2CN1C(=O)c1ccccc1	·	·	·	·	-2	·
Cc1ccc(NC(=O)c2ncn(CCCNCCCN3CCCC3=O)n2)cc1C	·	·	·	·	-6	·
COc1cc2c(cc1OC)[C@@H](NC(=O)CCC1CCCCC1)[C@H](O)C2	·	·	·	·	2	·
COc1ccc(-c2nc3ccc(C)cn3c2Cc2cccc(Cl)c2)cc1OC	·	·	·	·	-4	·
COc1cccc(S(=O)(=O)Nc2ccc3c(c2)[C@H]2C[C@H](CC(=O)N[C@@H](C)c4ccccc4)O[C@H](CO)[C@H]2O3)c1	·	·	·	·	1	·
CC1(C(=O)NS(=O)(=O)Cc2ccccc2)CCN1C(=O)Cc1cc(F)ccc1F (stereo not drawn)	·	·	·	·	-8	·
C[C@H]1CN([C@@H](C)CO)C(=O)CCCn2nncc2CO[C@@H]1CN(C)C(=O)Cc1ccccc1	·	·	·	·	-7	·
O=C(CN1C(=O)NC2(CCc3ccccc32)C1=O)NCc1ccc(F)cc1 (stereo not drawn)	·	·	·	·	-4	·
Nc1ncnc(N)c1NC(=O)c1ccc(OCc2ccccc2)cc1	·	·	·	·	1	·
CN(CCOc1ccc(Cl)cc1)C(=O)CNS(=O)(=O)c1ccc(N(C)C)c([N+](=O)[O-])c1	·	·	·	·	-4	·
COc1ccc(CC(N)c2csc(NC(=O)c3ccc(OC)cc3)n2)cc1 (stereo not drawn)	·	·	·	·	-7	·
Cc1ccc(C(=O)NCCc2nnc3ccc(SCC(=O)Nc4nnc(C)s4)nn23)cc1	·	·	·	·	-6	·
C[C@@H]1CN([C@@H](C)CO)C(=O)CCCn2cc(nn2)CO[C@H]1CN(C)C(=O)Oc1ccccc1	·	·	·	·	-5	·
CN(CCc1ccccc1)C(=O)c1cccc(NC(=O)Cc2cccc(NC(=O)C3CCN(C(=O)C4CC4)CC3)c2)c1	·	·	·	·	-4	·
CN1CCN(C(=O)c2cc3c(c(-c4cccc(C#CC(C)(C)O)c4)n2)[C@H](CCO)N(S(=O)C(C)(C)C)C3)CC1 (stereo partly drawn)	·	·	·	·	1	·
Nc1ccccc1-c1ccc([N+](=O)[O-])cc1	·	·	·	·	-5	·
CCCNC(=O)C[C@H]1CC[C@@H]2[C@H](COC[C@@H](O)CN2C(=O)c2ccccn2)O1	·	·	·	·	-6	·
O=C1NC(=S)SC1=Cc1ccccc1C(=O)O	·	·	·	·	-7	·
Cc1cc(C)c2c(n1)nn1c(NCCCN3CCOCC3)cc(C)nc21	·	5	·	·	-1	·
CCOc1ccc(-c2nnc3sc(-c4ccccc4OC)nn23)cc1	·	-3	·	·	2	·
CCC(=O)Nc1ccc(C(=O)Cn2nc(C(=O)O)c3ccccc3c2=O)cc1	0	·	·	-82	-3	·
Cc1ccc2nc(NC3=NCN(Cc4cccnc4)CN3)nc(C)c2c1	-10	·	·	-71	-2	·
CCn1c(SCC(=O)Nc2cc(C)on2)nc2sc(C)c(C)c2c1=O	24	·	·	-13	-4	·

Remaining list, next part:
structure	NALP1 inh	GPR7 antagonist	OXTR ag	PHOSPHO1 inh	GalR3 antag	V1aR counter
O=C1CCCC2=C1C1(CCCC1)N=C(Nc1nc3ccccc3o1)N2	1	·	·	-4	0&-2	·
CCOC(=O)c1cnc2ccc(Br)cc2c1NCC(C)O (stereo not drawn)	-3	·	·	-7	-3	·
O=c1oc2c(CN3CCCCC3)c(O)ccc2cc1-c1nc2ccccc2[nH]1	10	·	·	-23	-6	·
Cc1cccn2c(=O)c3cc(C#N)c(=O)n(Cc4cccnc4)c3nc12	20	·	·	5	-3	·
O=C1CCCN1CC(CN1CCOCC1)Sc1nc2ccccc2c(=O)n1-c1ccccc1 (stereo not drawn)	8	·	·	25	-2	·
C=CCn1cnc2c(c1=O)c1nc3ccccc3nc1n2/N=C/c1ccccn1	9	·	·	11	-4	·
COc1ccc(N2CCN(C(=O)CSc3ncnc4c3cnn4-c3ccc(OC)cc3)CC2)cc1	10	·	·	11	-2	·
Cc1ccc(S(C)(=O)=O)cc1C(=O)Nc1ccc(S(=O)(=O)Nc2nccs2)cc1	·	·	-1.0	·	-6	0.2
COc1ccc(OC)c(-c2csc(NC(=O)COC(=O)C3(C)CC3(Cl)Cl)n2)c1 (stereo not drawn)	·	·	-1.5	·	1	0.0
COc1ccc2oc(C(=O)OCC(=O)NC(C)(C#N)C3CC3)c(C)c2c1 (stereo not drawn)	·	·	2.0	·	0	1.8
CC(C)(CO)Cc1cc(C(C)(C)C)c(O)c(C(C)(C)C)c1	·	·	-1.3	·	-3	13
CCc1ccc([C@@H]2CC=C(C(=O)O)[C@H](c3ccccc3F)N2S(=O)(=O)c2ccc(C)cc2)cc1	·	·	-1.3	·	-6	2.9
COc1ccc(NC(=O)CN2CCN(S(=O)(=O)c3cccs3)CC2)cc1Cl	·	·	7.9	·	-3	7.9
COCCN(C(=O)COC(=O)c1ccc2c(c1)OCCO2)c1c(N)n(Cc2ccccc2)c(=O)[nH]c1=O	·	·	-0.6	·	-3	0.7
O=C(COC(=O)c1ccco1)Nc1nnc(-c2ccccc2)o1	·	·	-1.3	·	-3	0.7
COc1ccc(NC(=O)CN(C)C(=O)c2ccc3c(c2)OCCO3)cc1	·	·	-0.8	·	-4	-1.2
COc1ccccc1NC(=O)Nc1ccc(S(=O)(=O)Nc2onc(C)c2C)cc1	·	·	-0.1	·	-3	0.8

Ordered by number of heavy atoms (low to high): part of the list above.
structure	NALP1 inh	GPR7 antagonist	OXTR ag	PHOSPHO1 inh	GalR3 antag	V1aR counter
CCC(=O)Nc1ccc(C(=O)Cn2nc(C(=O)O)c3ccccc3c2=O)cc1	0	·	·	-82	-3	·
C=CCn1cnc2c(c1=O)c1nc3ccccc3nc1n2/N=C/c1ccccn1	9	·	·	11	-4	·
COc1ccc(NC(=O)N(C)[C@H]2C[C@H]3c4[nH]c5ccc(-c6ccc(OC)cc6)cc5c4CCN3C(=O)[C@H]2[C@H](C)O)cc1	·	·	·	·	-7	·
C[C@@H]1CN([C@@H](C)CO)C(=O)c2cc(NC(=O)Nc3cccc4ccccc34)ccc2O[C@@H](C)CCCCO[C@H]1CN(C)C(=O)c1ccccc1	·	·	·	·	-2	·
